Sm TGR block: blocks Schistosoma mansoni thioredoxin glutathione reductase | Potency, µM (top dose mostly 114 µM), without a hit: at the highest dose activity change, negative = inhibition, hits mostly inhibitors | actives 3% (n = 360,000) | purified TGR, DTNB reduction, TNB absorbance 405 nm | Q962Y6; note: nearly all actives have a fitted effect of over 60% in size
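First, TGR (20 nM dispensed) and NADPH were mixed with compound. Second, a 15 min room-temperature incubation followed. Third, further NADPH and then DTNB were added to start the reaction. Finally, TNB absorbance was monitored kinetically.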
Tb PYK inh: inhibitors of Trypanosoma brucei pyruvate kinase; AID 624173; TbPYK enzyme, Kinase-Glo Plus ATP luminescence, 45 min; Potency, µM (doses to about 76.8 µM), for the others: at the highest dose activity, negative = inhibition, most hits filed as inhibitors; actives 0.12% (n = 410,000); Q57TT1; note: nearly all actives have a fitted effect of over 50% in size
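ADP (130 uM final) triggers the TbPYK reaction after compound addition; incubation is 45 min at room temperature. Kinase-Glo Plus is then added and luminescence imaged. Normalized data are fitted to concentration-effect curves.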
An asterisk follows results filed as active; ? = inconclusive; [ ] = another dose, or the depositor's remark. Calls come from the whole dose curve; as a rule, active = well fitted curve in the direction sought with a large enough effect; inconclusive = small, poorly fitted or top-dose-only effect, or another doubt; inactive = no such curve, though single readings can be large; an effect the other way counts as inactive or inconclusive. % is set by controls: 0 for no effect and ±100 for the full control effect; potency is the fitted concentration of half-maximal effect. Some of the compounds tested (hit frequency here may not be typical).

SMILES | Sm TGR block | Tb PYK inh
OCCN1CCN(C(c2ccc(Cl)cc2Cl)c2sc3nc(-c4ccco4)nn3c2O)CC1 (stereo unspecified) | 4% | -5%
Cc1ccc(-c2noc(-c3ccc(N4CCCCC4)c([N+](=O)[O-])c3)n2)cc1 | -1% | -1%
O=C(CSc1oc(-c2ccco2)nc1S(=O)(=O)c1ccc(Br)cc1)c1ccc(Cl)cc1 | -13% | -15%
Cc1ccc(Cl)cc1NC(=O)Nc1cn(CC(C)C)c(=O)c2ccccc12 | 3% | 10%
Cc1ccccc1Cn1c(=O)n(CCCCCC(=O)NCc2ccc3c(c2)OCO3)c(=O)c2sccc21 | -2% | -9%
CCc1ccc(CNc2nc3nc(C)c(Cc4ccccc4)c(=O)n3[nH]2)cc1 | 2% | 1%
O=c1cc(CN2CCN(S(=O)(=O)c3ccccc3)CC2)nc2sc(-c3ccccc3Cl)nn12 | -8% | -3%
COc1ccc(CNC(=O)C2CCN(S(=O)(=O)c3cccc4nonc34)CC2)cc1OC | 7% | -1%
COc1ccc(NC(=O)C2=C(C)Nc3nc(SCc4ccccc4C)nn3C2c2cc(OC)c(O)c(OC)c2)cc1 (stereo unspecified) | -2% | 3%
CCOC(=O)c1[nH]c(C)c(CCC(=O)Nc2cc(Cl)c(OC)cc2OC)c1C | -29% | -2%
CN(C)C(=O)c1ccc(NC(=O)Cn2nc(-c3ccccc3)c3ccccc3c2=O)cc1 | 13% | 1%
Cc1ccccc1OCc1nc2c3cnn(-c4cccc(F)c4)c3ncn2n1 | 12% | -5%
COc1ccc(-c2c3c(=O)n(C)c(=O)n(C)c3cn2-c2cccc(N)c2)cc1 | -16% | -5%
Cc1ccc(NC(=O)c2oc3ccccc3c2NC(=O)C23CC4CC(CC(C4)C2)C3)cc1 | -2% | -10%
COc1ccc(OC)c(NC(=O)CSc2nccn2-c2cc(C)cc(C)c2)c1 | 0% | 2%
COC(=O)c1cc2occc2n1Cc1ccc(F)cc1Cl | 0% | -5%
COc1ccc(C(=O)N(Cc2sccc2C)C2CCS(=O)(=O)C2)cc1Cl (stereo unspecified) | 12% | 1%
CCc1ccc(NC(=O)Cn2c(=O)nc(-c3ccccc3F)c3cc(Cl)ccc32)cc1 | 22% | -6%
COc1cccc2cc(-c3nnc(-c4ccc(Cl)cc4)o3)c(=O)oc12 | 6% | 1%
CCC(C)Cn1c(/C=C/c2ccccc2)nc2ccccc21 (stereo unspecified) | 2% | 8%
Cc1ccc(CN2CCCn3nc(C(=O)NCCc4ccccc4C)cc3C2=O)cc1 | 0% | -8%
Cc1ccccc1-c1noc(-c2ccc(N3CCCCC3)c([N+](=O)[O-])c2)n1 | 36% | 3%
CCOc1ccc(CCNC(=O)c2cc3c(=O)oc4ccc(C)cc4c3s2)cc1OCC | -8% | -8%
COC(=O)c1c(-c2cccs2)csc1NC(=O)c1ccc(C(C)C)cc1 | 0% | -17%
COc1ccc(N2CCN(c3oc(/C=C/c4cc(OC)c(OC)c(OC)c4)nc3C#N)CC2)cc1 | -2% | -1%

The list goes on:
SMILES | Sm TGR block | Tb PYK inh
Cc1cc(C)c2c(=O)cc(C(=O)Nc3ccc(S(=O)(=O)Nc4nc(C)cc(C)n4)cc3)oc2c1 | 22% | 0%
Cc1c(Cl)cccc1NC(=O)CSc1cc(-c2ccccc2)ncn1 | -2% | 1%
Cc1ccc(OCc2nnc(SCC(=O)Nc3ccccc3C(C)C)o2)cc1 | 4% | 1%
Cc1cc(F)ccc1-n1nnc(C(N)=O)c1C | 1% | -1%
Cc1oc(-c2ccccc2)nc1Cn1c(SCc2cccc(C(F)(F)F)c2)nc2cccnc21 | 10% | 0%
Cc1ccc(Nc2ncnc3c2cnn3-c2ccccc2)c(C)c1 | 1% | 3%
COc1ccccc1NC(=O)Cn1c(SCC(=O)Nc2ccc(F)cc2)nc2ccccc21 | 0% | 0%
CC(=O)c1ccc(NC(=O)c2c3c(nc4ccccc24)C(=O)N(C2CCCCC2)C3)cc1 | 1% | 2%
CSc1cccc(NC(=O)C(c2ccccc2)N2Cc3ccccc3C2=O)c1 (stereo unspecified) | 5% | -1%
Cn1c(=O)c2sccc2n2c(CCC(=O)NCc3ccc(F)cc3)nnc12 | 5% | -3%
O=C(Cc1ccc(Cl)cc1)NC1CC(=O)N(c2ccc3c(c2)OCCO3)C1 (stereo unspecified) | -3% | -2%
CC(=O)c1cc2c(cc1NC(=O)c1cnn(-c3ccc(C)cc3)c1-n1cccc1)OCO2 | -7% | 0%
CC(=O)N1CCC(N(Cc2ccc(C)o2)C(=O)Nc2cccc(C(F)(F)F)c2)CC1 | -3% | 2%
Cc1c(C(=O)Nc2ccc(-n3c(C)nc4ccccc4c3=O)cc2)cccc1[N+](=O)[O-] | 17% | 3%
COc1cc(C2NC(=O)c3c(sc4c3CCN(C)C4)N2)ccc1OC(=O)c1ccccc1 (stereo unspecified) | -3% | -1%
COCCCNC(=O)CCCCn1c(=O)c2ccccc2n(CC(=O)Nc2ccc(C)cc2C)c1=O | -10% | -2%
CC(C)(C)OC(=O)N1CCC(c2c(C(=O)Nc3ccc4c(c3)OCCO4)cnn2-c2ccc(F)cc2F)CC1 | -2% | -5%[15.4 µM]
COc1ccc(-c2cc3nc(C)c(CCC(=O)Nc4ccc(F)cc4F)c(C)n3n2)c(OC)c1 | 3% | 0%
CCOC(=O)c1ccc2c(c1)N(Cc1cccc(OC)c1)C(=O)c1ccccc1S2(=O)=O | 27% | 0%
COc1ccc(NC(=O)Cn2nc(SC)c(S(=O)(=O)c3ccc(C)cc3)c2N)cc1OC | 32% | 3%
COc1ccc(Cn2ccc3nc(C)c(C(=O)NCc4ccc(F)cc4)cc3c2=O)cc1 | 5% | 6%
Cc1ccc(NC(=O)c2ccc(CNS(=O)(=O)c3ccc4c(c3)C(C)(C)C(=O)N4C)cc2)cc1C | 1% | 14%
CC1CCN(C(=O)CN2CCSc3ccc(S(=O)(=O)N(C)C)cc32)CC1 | -1% | -4%
CC(=O)N1CCCC1c1nc2ccccc2n1Cc1cccc(Cl)c1 (stereo unspecified) | -114% | -7%
CCOc1ccc(-n2nc3cc(C)c(NC(=O)c4cc(OCC)c(OCC)c(OCC)c4)cc3n2)cc1 | 0% | 0%

Fetched by compound from the list above (2):
SMILES | Sm TGR block | Tb PYK inh
CC(=O)N1CCC(N(Cc2ccc(C)o2)C(=O)Nc2cccc(C(F)(F)F)c2)CC1 | -3% | 2%
O=C(Cc1ccc(Cl)cc1)NC1CC(=O)N(c2ccc3c(c2)OCCO3)C1 (stereo unspecified) | -3% | -2%

Remaining list, next part:
SMILES | Sm TGR block | Tb PYK inh
CCCCOC(=O)c1ccc(NC(=O)/C(C#N)=C/c2ccc(C)o2)cc1 | 0% | -6%
COc1ccc(Nc2nc3c(S(=O)(=O)c4ccc(C)cc4)nnn3c3ccsc23)cc1Cl | -29% | 1%
Cc1ccccc1NC(=O)c1c(NC(=O)C(C)Oc2cccc(Cl)c2)sc2c1CCCC2 (stereo unspecified) | -3% | 4%
O=C(Nc1ccc2oc(-c3ccccc3)nc2c1)c1ccc2ccccc2c1 | 1% | 1%
COc1cc2c(cc1OC)n(CC(=O)Nc1ccccc1)c(=O)n1nc(-c3ccccc3)nc21 | -5% | 3%
CCOC(=O)c1c(S(=O)(=O)NCC(=O)Nc2cccc(CC)c2)c(C)n(C)c1C | 12% | -4%
O=C(NCc1ccco1)c1ccc2c(c1)N(Cc1ccc(F)cc1)C(=O)c1ccccc1S2=O (stereo unspecified) | 0% | 1%
O=S(=O)(c1cccc2ccccc12)N1CCN(c2ccc(Cl)c(Cl)c2)CC1 | 8% | -1%
Cc1ccc(C)c(CN2C(=O)c3ccccc3S(=O)c3ccc(C(=O)N(C)Cc4ccccc4)cc32)c1 (stereo unspecified) | 6% | -1%
CCCSc1oc(-c2ccco2)nc1S(=O)(=O)c1ccc(Cl)cc1 | ? | -6%
Cc1ccc(CN2CCC(CNC(=O)Nc3c(C)cccc3C)C2)cc1 (stereo unspecified) | -3% | -2%
CCn1ccc2cc(S(=O)(=O)N3CCCN(C(=O)Nc4cccc(Cl)c4)CC3)ccc21 | 2% | -3%
Cc1ccc(CCNC(=O)c2ccc(NC(=O)N3CCSc4ccccc43)cc2)cc1 | 12% | -5%
Cc1nn(CC(=O)NC(C)c2ccccc2)c(=O)c2cc3occc3n12 (stereo unspecified) | 0% | -2%
COc1cccc(NC(=O)CSc2nc(-c3ccccc3Cl)nc3c2Cc2c(CO)cnc(C)c2O3)c1 | ? | -1%
COc1ccc(C2CC(=O)Nc3cc4c(cc32)OCO4)c(OC)c1 (stereo unspecified) | -1% | -5%
CS(=O)(=O)N(Cc1ccccc1)c1ccc(C(=O)Nc2cccc(Cl)c2)cc1 | 7% | 1%
O=C(CCc1ccccc1)NC1CC(=O)N(c2cccc(F)c2)C1 (stereo unspecified) | 9% | 3%
Cc1ccc(NC(=O)c2cn(-c3ccccc3)nc2-c2ccccc2)cc1 | -2% | 2%
COc1cc(OC)c(NC(=O)c2c3c(nn2C)-c2ccccc2SC3)cc1Cl | 1% | -1%
O=C1CC(c2nc(-c3ccccc3)no2)CN1c1ccccc1 (stereo unspecified) | 6% | 0%
COCCNC(=O)C(=O)NCC(c1cccnc1)N1CCN(c2ccccc2OC)CC1 (stereo unspecified) | 9% | -4%
CCn1cc(C(=O)NCc2ccccc2)c(=O)c2cc(S(=O)(=O)N3CCCCCC3)ccc21 | 1% | 0%
Cc1nc(-n2nc(C)c(Cc3ccccc3Cl)c2C)sc1C(=O)Nc1ccccc1F | 2% | -1%
COC(=O)c1ccccc1NC(=O)CCc1c(C)nc2c(c(C)nn2-c2ccccc2)c1C | -2% | 4%

Given as labelled records: part of the list above.
CCn1ccc2cc(S(=O)(=O)N3CCCN(C(=O)Nc4cccc(Cl)c4)CC3)ccc21
  Sm TGR block: 2%
  Tb PYK inh: -3%
Cc1ccc(CCNC(=O)c2ccc(NC(=O)N3CCSc4ccccc43)cc2)cc1
  Sm TGR block: 12%
  Tb PYK inh: -5%
Cc1nn(CC(=O)NC(C)c2ccccc2)c(=O)c2cc3occc3n12 (stereo unspecified)
  Sm TGR block: 0%
  Tb PYK inh: -2%
COc1cccc(NC(=O)CSc2nc(-c3ccccc3Cl)nc3c2Cc2c(CO)cnc(C)c2O3)c1
  Sm TGR block: ?
  Tb PYK inh: -1%

More entries follow.
SMILES | Sm TGR block | Tb PYK inh
COc1ccc(Cl)cc1NC(=O)CCC(=O)c1ccc(C)cc1 | 4% | 3%
O=C(CC1(O)C(=O)N(Cc2ccccc2)c2ccc(Br)cc21)c1ccccc1 (stereo unspecified) | 5% | 2%
COc1ccc(NC(=O)CCc2c(C)nc3c(c2C)c(=O)n(C)c(=O)n3C)cc1OC | 0% | -1%
Cc1ccc(Cl)cc1Nc1sc(C(=O)c2ccc(F)cc2)c(N)c1S(C)(=O)=O | -2% | -2%
CCOc1ccc(N2CC(c3nc4ccccc4n3CCCCOc3ccc(OC)cc3)CC2=O)cc1 (stereo unspecified) | 2% | -1%
Cc1ccc(CN(Cc2cccn2-c2nnc(N3CCCC3=O)s2)C(=O)Nc2ccccc2C(F)(F)F)cc1 | 0% | 3%
CC(C)OCCCNC(=O)c1ccc2c(=O)n(CCc3ccccc3)c(=O)[nH]c2c1 | -2% | 2%
CN(C)c1ccc(CNc2nc(-c3ccco3)nn2S(=O)(=O)c2ccc3ccccc3c2)cc1 | -7% | -19%
COC(=O)c1cc2oc3ccccc3c2n1Cc1nc(-c2cccc(Cl)c2)oc1C | 2% | 1%
O=C(Cn1c(=O)n(Cc2ccc(C(=O)NCc3ccccc3Cl)cc2)c(=O)c2ccccc21)Nc1ccc(F)cc1 | -1% | 4%
Cc1ccc(-c2cc(N)n(Cc3cccc(Cl)c3)n2)cc1 | 9% | 0%
Cc1ccccc1S(=O)Cc1ccc(C(=O)N2CCN(c3cccc(C)c3C)CC2)o1 (stereo unspecified) | 3% | 6%
Cc1ccc(-n2ccnc(NCCc3ccc(S(N)(=O)=O)cc3)c2=O)c(C)c1 | 2% | -6%
COc1ccc(NC(=O)Cn2cnc3c(nc4n3CCCCC4)c2=O)c(OC)c1 | 1% | -7%
NC(=O)C1(N2CCCCC2)CCN(C(=O)Nc2ccc(C(F)(F)F)cc2)CC1 | 0% | -1%
COc1ccc(Nc2c(-c3ccsc3)nc3nc(C)cc(C)n23)cc1 | 5% | 5%
Cc1ccc(CSc2nc3cccnc3n2Cc2ccc(C(=O)NCc3ccco3)cc2)cc1 | -16% | -5%
Cc1cccc(NC(=O)Cn2cc(S(=O)(=O)c3ccc(F)cc3)c(=O)c3cc4c(cc32)OCO4)c1 | -5% | -13%
Cc1ccc(C(=O)Nc2ccc3c(c2)n(C)c(=O)c(=O)n3C)cc1 | 3% | -2%
Cc1ccc(OCCSc2nc(C)c(Cc3ccccc3)c(=O)[nH]2)cc1 | 0% | -3%
CC(C)c1ccc(NC(=O)c2ccc(F)c(S(=O)(=O)N3CCCCCC3)c2)cc1 | 7% | -9%

Part of the list above, as labelled records.
Cc1ccc(C(=O)Nc2ccc3c(c2)n(C)c(=O)c(=O)n3C)cc1
- Sm TGR block: 3%
- Tb PYK inh: -2%
Cc1ccc(OCCSc2nc(C)c(Cc3ccccc3)c(=O)[nH]2)cc1
- Sm TGR block: 0%
- Tb PYK inh: -3%
